CCT chaperon mod – cytosolic chaperonin activity modulation | activity change, % (no concentration beside the values), hits read low | hit rate 0.3% among 360,000 | purified chaperonin ATPase assay, HTRF ADP detection, 30 min; in the data active means activity change below about -30%; further: on the % scale 0 is the no-effect control and ±100 the full control effect
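We incubate TRiC, 40 or 20 nM final, with library compounds at 76 uM and 10 uM ATP for 30 min at 37 °C. ADP formed is detected with Transcreener HTRF reagents after 30 min at room temperature.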
Abeta rescue – restores growth of yeast expressing A-beta42 peptide | hit rate 0.063% among 410,000 | AID 1347071 | yeast expressing A-beta42, growth rescue, OD600, 48 h; response scale: 0% DMSO, 100% iron-clioquinol control | Potency, µM (titrated, usually from 46.1 µM), for inactives: top-dose growth rescue, actives largely listed as activators; further: potency means the concentration at half of the fitted maximal effect; nearly all actives have a fitted effect of over 55% in size
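Yeast A-beta toxicity model in growth medium with pinned compounds, 48 h at 30 C; growth read as absorbance at 600 nm. Normalized to FeCl3/clioquinol equimolar mix (positive) and DMSO (negative).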
MmCpn inh – blocks the Methanococcus maripaludis chaperonin Mm-Cpn; purified Mm-Cpn ATPase, ADP Transcreener TR-FRET; Potency, µM (series often up to 76.9 µM), inactives show at the top dose activity, negative = inhibition, usual class: inhibitors; hit rate 0.031% among 330,000; AID 504842; further: potency means the concentration at half of the fitted maximal effect; on the % scale 0 is the no-effect control and ±100 the full control effect; nearly all actives have a fitted effect of over 80% in size
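Inhibition of chaperonin ATP hydrolysis is measured as reduced ADP production, detected by competitive TR-FRET in which signal falls with ADP. Final enzyme 25 nM and ATP 10 uM, reacted 30 min at 37°C.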
Akt phos inh – blocks phosphorylation of Akt. Neuro2A IGF-stimulated pAkt S473 HTRF, 20 min; active compounds read low. activity change, % for hits at 50 µM. hit rate 0.32% among 360,000. AID 651550; in the data active means activity change below about -80%; inconclusive means mostly about -51% to -80%; further: on the % scale 0 is the no-effect control and ±100 the full control effect
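Neuro2A cells (4,500/well, DMEM with 0.5% FBS) were treated with compound at a single 50 µM final concentration, stimulated with 6 nM IGF for 20 min at 37 °C, and lysed. Phospho-Akt Ser473 was read by HTRF as 665/615 ratio ×10^4.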
Nrf2 ARE act – activates Nrf2 signaling | AREc32 ARE-luciferase reporter (MCF7-derived line), luminescence, 24 h | Potency, µM (top dose mostly 46.1 µM), without a hit: top-dose activation, most hits filed as activators | hit rate 0.31% among 410,000; further: potency means the concentration at half of the fitted maximal effect; % of control where 0% means no effect; nearly all actives have a fitted effect of over 65% in size
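ARE activation measured as luciferase luminescence (Steady-Glo, 30 min RT) in AREc32_Fluc cells after 24 hr compound exposure at 37 deg C, 5% CO2; cells seeded overnight at 1000/well in OPTI-MEM, 5% FBS.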
TGFb inhibitor – TGF-b pathway inhibition. HepG2 CAGA-GFP TGF-b/SMAD3 reporter, GFP fluorescence, 18 h; TGF-beta stimulated, 500 pg/mL final. Potency, µM (titrated, usually from 46.1 µM), inactives show at the highest dose activity, negative = inhibition, most hits filed as inhibitors. hit rate 1.2% among 410,000; further: potency means the concentration at half of the fitted maximal effect; on the % scale 0 is the no-effect control and ±100 the full control effect; nearly all actives have a fitted effect of over 65% in size
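First, reporter cells (HEPG2 CAGA-GFP) rested 2 h at 37 degrees C. Next, compounds were pinned in and TGF-beta added to 500 pg/mL final. After 18 h, GFP was imaged per cell and summed per well.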
A549 viability – kills or reduces viability of A549 cells in Nrf2 counter-screen. A549 ARE-Fluc cells, CellTiter-Fluor viability, 18-24 h. Potency, µM (highest dose often 46 µM), inactives show top-dose activity change, negative = cytotoxicity, most hits filed as inhibitors. hit rate 0.16% among 390,000. AID 504648; further: potency means the concentration at half of the fitted maximal effect; on the % scale 0 is the no-effect control and ±100 the full control effect
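Cytotoxicity counterscreen: CellTiter-Fluor fluorescence was measured in A549 ARE_Fluc cells after 18-24 h of compound exposure in a concentration series. The subsequent BugLite luminescent read reports ARE-luciferase activity.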
Nrf2 block – blocks Nrf2 signaling; AID 504444; hit rate 2.1% among 360,000; Potency, µM (doses to about 46 µM), for the others: at the top dose activity change, negative = inhibition, most hits filed as inhibitors; A549 ARE-Fluc reporter, luciferase luminescence, 18-24 h; further: potency means the concentration at half of the fitted maximal effect; on the % scale 0 is the no-effect control and ±100 the full control effect; nearly all actives have a fitted effect of over 60% in size
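A549 ARE_Fluc cells (5000/well, 5% FBS OPTI-MEM) pre-incubated 2 h, then treated with compounds 18-24 h at 37C/5% CO2 in concentration-response. CellTiter-Fluor viability read first; BugLite luciferase luminescence after 15 min at room temperature gives Nrf2 activity.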
HepG2 tox – kills HepG2 cells in TGF-b inhibitor counter-screen. HepG2 CAGA-GFP viability, ATP luminescence, 18 h. Potency, µM (doses to about 46.1 µM), for the others: at the highest dose activity change, negative = cytotoxicity, hits mostly cytotoxic. hit rate 0.76% among 410,000; further: potency means the concentration at half of the fitted maximal effect; some results filed as inactive show a strong effect at the top dose
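HepG2 CAGA-GFP cells (1000/well, DMEM with 1% FBS) received compound, then TGF-beta at 500 pg/mL final, and were incubated 18 hours at 37 degrees C. Viability was read by CellTiter-Glo luminescence. Media-only wells were set as complete cell-killing and DMSO as no toxicity.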
Starred values were filed as active, the others as inactive; i = inactive; ? = inconclusive; · = no result given; [ ] = another dose, or the depositor's remark. Unless noted, the call rests on the fitted dose curve; in most records, active means well fitted curve in the direction sought with a large enough effect; inconclusive means small, poorly fitted or top-dose-only effect, or another doubt; inactive means no such curve, though single readings can be large; an effect the other way counts as inactive or inconclusive.

SMILES	CCT chaperon mod	Abeta rescue	MmCpn inh	Akt phos inh	Nrf2 ARE act	TGFb inhibitor	A549 viability	Nrf2 block	HepG2 tox
CCOc1ccc(/C=c2\sc3nc(-c4ccco4)nn3c2=O)cc1OCC	1.0	0%[9.22 µM]	-1%	i	0.2%	9%	-1%	·	-2%
COc1ccc(C(=O)Nc2nnc(-c3ccc(F)cc3)s2)c(OC)c1	-2.5	-17%	-1%	i	0.4%	1%	-1%	16µM*	-10%
O=C(c1cnn(C(=O)CN2CCCC2=O)c1)c1ccccc1O	-1.2	-38%[inhibitor]	0%	i	-0.4%	-25%	2%	-4%	6%
CC(=O)Oc1ccc(NC(=O)CCC2CCCCC2)c(C(=O)O)c1	-6.3	-2%	-1%	i	0.2%	2%	-7%	-9%	-27%
COc1ccc(NC(=O)CN(C)S(=O)(=O)c2ccc3[nH]c4c(c3c2)CCCC4)cc1OC	·	12%	·	·	1.1%	?	-2%	·	-26%
CCN(CC(=O)Nc1ccc(NC(C)=O)cc1)C(=O)Cc1cccc2ccccc12	-1.2	5%	2%	i	-0.3%	2%	-4%	?	-8%
COc1ccccc1N1CCN(/N=C\c2cccnc2)CC1	-0.3	?	2%	i	-0.1%	-2%	3%	-1%	-25%
COc1ccc(Cc2nc(-c3ccccn3)no2)cc1	-1.3	17%	-4%	i	0.7%	-5%	2%	24%	-14%
Cc1ccc2nc(N3CCN(C(=O)C4COc5ccccc5O4)CC3)sc2c1 (stereo not drawn)	·	34%	·	·	0.8%	?	-2%	·	-31%
CCOC(=O)c1ccc(NC(=O)c2nn(C)cc2Br)cc1	-5.9	-12%	-9%	i	-0.5%	-2%	-12%	-21%	-18%
COc1ccc(S(=O)(=O)N2CC(C(=O)O)Oc3ccccc32)cc1 (stereo not drawn)	-2.9	0%	-1%	i	-0.8%	1%	-3%	10%	-4%
CCN(CC)S(=O)(=O)c1cccc(C(=O)NC(C(=O)NNC(=O)c2ccccc2F)C(C)C)c1 (stereo not drawn)	-1.3	-4%	·	i	3.0%	-28%	4%	-21%	3%
CC1(C)C2([N+](=O)[O-])CN3CC1([N+](=O)[O-])CN(C2)C3c1ccc(O)c(O)c1 (stereo not drawn)	0.0	-13%	2%	i	-0.8%	-19%	-7%	-1%	-10%
COc1cccc(NC(=O)CN(C)C(=O)c2cccc(S(=O)(=O)N3c4ccccc4CC3C)c2)c1 (stereo not drawn)	-0.1	16%	0%	i	0.2%	-5%	-28%	?	-22%
CN(CCCC(=O)NCCc1ccccc1)S(=O)(=O)c1ccc([N+](=O)[O-])cc1	-2.6	3%	1%	i	0.2%	10%	3%	?	1%
CCOC(=O)c1cc(CC)sc1NC(=O)CCC(=O)O	-4.0	-9%	-8%	i	-0.3%	8%	6%	·	-33%
O=S(=O)(Nc1ccc2c(c1)OCO2)c1ccccc1	-4.3	17%	-1%	i	-0.2%	-15%	9%	4%	-1%
CC12CCC(=O)N1C(C(=O)Nc1cc(S(=O)(=O)N3CCCCCC3)ccc1OCC(F)(F)F)CS2 (stereo not drawn)	-1.1	3%	0%	i	-0.3%	1%	1%	8%	-4%
Cc1cc(C)c(C#N)c(Sc2nc(C)c([N+](=O)[O-])c(C)c2C#N)n1	-1.1	-65%[inhibitor]	·	i	?	?	·	·	13µM*
O=S(=O)(c1ccccc1)N1CCN(C(=S)NCc2ccccc2)CC1	-5.1	-1%	1%	i	-0.2%	13%	3%	-14%	-3%
O=C(C1CN(S(=O)(=O)c2ccccc2)CCN1S(=O)(=O)c1ccccc1)N1CCCCCC1 (stereo not drawn)	0.9	29%	·	i	-0.4%	5%	-6%	3%	-1%
CC(=O)Nc1cccc(/C(C)=N\NC(=O)c2ccc(Cn3nc([N+](=O)[O-])c(Cl)c3C)o2)c1	-2.5	-6%	-14%	i	2.5%	-8%	2%	3%	-10%
C=CC[C@H]1CC(Cc2ccccc2)=C[C@H](CC=C)N1	1.5	3%	-7%	i	0.1%	-6%	12%	3%	-38%
CCC1CCC2(CC1)NC(=O)N(CC(=O)NCc1ccccc1Cl)C2=O (stereo not drawn)	-2.7	15%	-6%	i	0.0%	-27%	1%	0%	-6%
OC(COCc1cccs1)CN1CCN(c2ccccc2Cl)CC1 (stereo not drawn)	0.9	1%	0%	i	-0.3%	-9%	1%	?	-26%

Next part.
SMILES	CCT chaperon mod	Abeta rescue	MmCpn inh	Akt phos inh	Nrf2 ARE act	TGFb inhibitor	A549 viability	Nrf2 block	HepG2 tox
CCc1nnc(NC(=O)CCN2C(=O)C3CCCCC3C2=O)s1 (stereo not drawn)	-0.7	6%	1%	i	-0.1%	-1%	0%	-14%	7%
COc1ccccc1C(=O)n1nc(-c2ccccc2)nc1N	-3.4	3%	1%	i	-1.0%	7%	-9%	6%	-3%
COc1ccc(NC(=O)c2ccc(-n3nc(C)c[n+]3[O-])cc2)cc1	-2.9	27%	0%	i	-0.1%	18%	-2%	·	-1%
CCC1Oc2nc(SC)nnc2-c2ccccc2N1C(=O)c1ccccc1 (stereo not drawn)	-3.4	14%	-7%	i	3.4%	0%	-14%	-1%	-2%
COc1ccc(Cn2cnc3c(NS(C)(=O)=O)c(C)c(C)cc32)cc1	1.1	-4%	3%	i	0.0%	0%	1%	-3%	-12%
C[C@H]1CN([C@@H](C)CO)S(=O)(=O)c2ccc(C#CC3CC3)cc2O[C@@H]1CN(C)S(C)(=O)=O	-0.7	-2%	·	i	2.8%	3%	·	·	-8%
COc1ccc(CCNC(=S)NCc2ccc(Cl)c(Cl)c2)cc1OC	0.3	23%	1%	i	-0.3%	?	6%	-16%	-8%
CC(C)(C=O)C1=CC(=O)c2ccccc2C1=O	-3.1	-49%[inhibitor]	-4%	i	-0.5%	?	1%	-30%	-101%
O=C(NCc1ccccc1Cl)c1cc2c(s1)-c1ccc(Cl)cc1SC2	·	1%	·	·	4.2%	0%	-14%	-15%	-8%
Cc1oc2ccc(OCc3ccc(Cl)cc3)cc2c1C(=O)O	-1.3	-11%	3%	i	-0.3%	0%	1%	-23%	6%
CCc1nc2c(OCC(=O)c3ccc(Cl)cc3Cl)cccn2c1N(C)C(=O)c1cccs1	-0.4	-10%	·	i	1.2%	?	·	·	-20%
O=C(COC(=O)c1ccc(Cl)c(Cl)c1)Nc1cccnc1Cl	1.7	?	-4%	i	-0.4%	-27%	3%	14%	-3%
O=C(c1ccco1)N1CCN(C(=O)C2CCCc3c2[nH]c2ccc(Cl)cc32)CC1 (stereo not drawn)	-1.1	15%	-3%	i	-0.8%	1µM*	-6%	?	-34%
COc1ccc(Oc2ncnc3sccc23)cc1	-2.2	-25%	1%	i	9.0%	-16%	-11%	-53%	-4%
CCC(Oc1ccccc1)C(=O)Nc1ccsc1C(=O)OC (stereo not drawn)	-1.3	-2%	-2%	i	4.6%	-20%	11%	2%	-6%
O=C(N/C(=C\c1ccc(O)cc1)C(=O)N1CCCCC1)c1ccccc1	-2.1	28%	0%	i	0.1%	3%	-1%	-7%	-10%
CN(C)c1ccc(/C=C(\C#N)c2ccccc2)cc1	1.9	-19%	-4%	i	-0.8%	-23%	-15%	?	-8%
Cc1nc2cc(C(=O)OCC(=O)NC(C)C(C)C)ccc2n1-c1ccccc1 (stereo not drawn)	1.4	4%	1%	i	0.5%	-27%	-1%	13%	3%
COc1ccccc1CC(NC(C)=O)C(=O)N1CCN(C(=O)Nc2ccccc2Cl)CC1 (stereo not drawn)	0.8	17%	1%	i	-1.1%	-4%	-15%	-7%	-3%
CC(C)Oc1cccc(-c2cc(C(=O)NN3CCOCC3)c3ccccc3n2)c1	-2.0	6%	0%	i	2.1%	6%	0%	9%	-18%
Cc1ccc(Nc2nc(N)nc(CSC(=S)N3CCOCC3)n2)cc1	-1.6	5%	-2%	i	6.2%	2%	1%	?	-30%
COC(=O)C1(C(=O)OC)NOC2C(=O)N(c3ccccc3)C(=O)C21 (stereo not drawn)	-1.1	1%	-1%	i	-0.2%	-3%	-2%	·	-18%
O=C(c1cn(-c2ccccc2)nc1-c1ccc(Cl)cc1)N1CCOCC1	-3.2	0%	1%	i	0.6%	-29%	2%	-2%	-48%
CC#CCCCC(=O)Nc1cccc(C(=O)O)c1	0.1	-4%	-1%	i	2.2%	?	-3%	?	-13%
Cc1ccccc1OCC(=O)OCc1cc(=O)n2nc(-c3cccs3)sc2n1	·	-12%	·	·	-1.2%	-11%	-7%	18%	-17%
CN(C(=O)CCc1nc(-c2ccccc2F)no1)c1ccc(Cl)cc1	·	17%	·	·	2.8%	-7%	0%	1%	-16%
CCOC(=O)c1c(S(=O)(=O)N2CCN(c3cccc(C(F)(F)F)c3)CC2)c(C)n(C)c1C	·	-29%	·	·	0.7%	17%	6%	?	-77%

Part of the list above, comma-delimited:
compound,CCT chaperon mod,Abeta rescue,MmCpn inh,Akt phos inh,Nrf2 ARE act,TGFb inhibitor,A549 viability,Nrf2 block,HepG2 tox
O=C(c1ccco1)N1CCN(C(=O)C2CCCc3c2[nH]c2ccc(Cl)cc32)CC1 (stereo not drawn),-1.1,15%,-3%,i,-0.8%,1µM*,-6%,?,-34%
COc1ccc(Oc2ncnc3sccc23)cc1,-2.2,-25%,1%,i,9.0%,-16%,-11%,-53%,-4%
CCC(Oc1ccccc1)C(=O)Nc1ccsc1C(=O)OC (stereo not drawn),-1.3,-2%,-2%,i,4.6%,-20%,11%,2%,-6%
O=C(N/C(=C\c1ccc(O)cc1)C(=O)N1CCCCC1)c1ccccc1,-2.1,28%,0%,i,0.1%,3%,-1%,-7%,-10%
CN(C)c1ccc(/C=C(\C#N)c2ccccc2)cc1,1.9,-19%,-4%,i,-0.8%,-23%,-15%,?,-8%
